# Bioassay records deposited in PubChem BioAssay by several laboratories.
# TNAP activators = stimulation of alkaline phosphatase TNAP activity – biochemical, luminescent, no phosphate acceptor, uHTS, primary screen (AID 1001); purified TNAP, luminescent activation assay, no phosphate acceptor; higher activation fold means a stronger effect; activation fold at 20 µM, or EC50 in µM where a hit was titrated; 200,000 compounds, 0.03% hits; in the data active = activation fold from about 3, or a potency from the dose series; inactive = the rest, 99 in 100 with activation fold below about 1.6; note: many of its hits are not listed in these tables
# XIAP displacement = XIAP antagonists, biochemical, IAP family, fluorescence polarization (AID 1018); XIAP BIR domain, fluorescence polarization peptide displacement; higher % means a stronger effect; displacement, % at 20 µM, or IC50 in µM where a hit was titrated; 200,000 compounds, 0.007% hits; in the data active = displacement above about 50%; note: a part of the inactive calls stands beside numbers as strong as those of hits
# Siah-1 displacement = Siah-1 peptide-binding antagonists, primary screen, biochemical, fluorescence polarization, rhodamine-plectin, uHTS (AID 1817). Siah-1 / rhodamine-plectin peptide fluorescence polarization; higher % means a stronger effect. one-dose displacement, % at 20 µM; IC50 in µM for titrated hits. 290,000 compounds, 0.02% hits;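 active = displacement of at least 50% at 20 µM, with a fluorescence ratio check between 0.3 and a set limit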;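 note: plate controls were Siah plus tracer with DMSO for no effect and tracer alone without Siah for full effect; strong numbers were not always called active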
# Myeloid diff MLP = compounds promoting myeloid differentiation; ER-HoxA9 myeloid progenitors, lysozyme-GFP differentiation, flow cytometry; calls only at 10 µM; 360,000 compounds, 1% hits; AID 624256;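 active = normalized GFP-positive differentiation at or above the plate's own cutoff, the solvent-only control mean plus 3 SD; inconclusive = no clear call, values can overlap the other calls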;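 note: cells exposed to compound for four days before flow analysis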
# RSV CPE inhibition = inhibition of RSV-induced cytopathic effect – HEp-2 cells, primary 10 µM value included (AID 2391) | HEp-2 cells, RSV-induced CPE inhibition; higher % means a stronger effect | CPE inhibition, % at 10 µM; hits with a dose series show IC50 in µM | 310,000 compounds, 0.13% hits; in the data active = a potency from the dose series; inconclusive = CPE inhibition mostly from about 23% at the one dose, without a potency; inactive = the rest, 99 in 100 with CPE inhibition below about 21%; note: strong numbers were not always called active
# human PMI inhibitors = MPI inhibition at elevated mannose 6-phosphate – biochemical, fluorescence intensity, high mannose 6-phosphate, primary screen (AID 1220) | recombinant PMI enzyme, coupled fluorescence intensity; higher % means a stronger effect | 190,000 compounds, 0.66% hits | inhibition, % at 20 µM; hits with a dose series show IC50 in µM
# human PMI inhibition = inhibitors of human PMI, primary screen, biochemical, fluorescence intensity, coupled assay (AID 1209); purified PMI enzyme, coupled fluorescence intensity; higher % means a stronger effect; inhibition, % at 20 µM, or IC50 in µM where a hit was titrated; 190,000 compounds, 0.42% hits;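 note: plate controls were DMSO vehicle for no effect and wells lacking substrate for full effect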
# WT yeast gro inh = growth inhibition of WT yeast, mitochondrial fusion screen; mitochondrial fusion phenotypic screen, WT strain; inhibition, % at 10 µM; 190,000 compounds, 2.1% hits; AID 1362; in the data active = inhibition above about 58%; tested in S. cerevisiae
# Salmonella PhoP GFP = PhoP-dependent GFP reporter repression – Salmonella Typhimurium, primary screen (AID 1863). inhibition, % at 50 µM, or IC50 in µM where a hit was titrated. 300,000 compounds, 0.16% hits. S. Typhimurium PhoP-regulated promoter GFP reporter, 4 h; higher % means a stronger effect;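 active = inhibition over 29.93%, a cutoff 3 SD above the screen mean, later confirmed by dose response; inconclusive = inhibition over 29.93% but no dose response follow-up; inactive = inhibition at most 29.93% or unconfirmed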;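 note: 0% = low Mg2+ inducing control and 100% = high Mg2+ repressing control; strong numbers were not always called active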
# WT yeast gro inh mutant strain = second read-out of WT yeast gro inh, no call of its own (marks repeat the call); inhibition, %; mitochondrial fusion phenotypic screen, mutant strain inhibition
# Myeloid diff MLP GFP+ MAC1+ % = second read-out of Myeloid diff MLP, no call of its own (marks repeat the call); GFP+ MAC1+ double positive, %; measured here: differentiation confirmed by MAC1 staining
# * = called active by the depositor; i = inactive; ? = inconclusive; nt = no result given. Cut-off read from the data, not from the text of the source, unless noted: active = inhibition above about 50%; inactive = the rest.
SMILES	TNAP activators	XIAP displacement	Siah-1 displacement	Myeloid diff MLP	Myeloid diff MLP GFP+ MAC1+ %	RSV CPE inhibition	human PMI inhibitors	human PMI inhibition	WT yeast gro inh	WT yeast gro inh mutant strain	Salmonella PhoP GFP
COc1cc2c(cc1O)CC[n+]1cc3c(OC)c(OC)ccc3cc1-2	0.9	-3.6%	5%	i	1.2	-1.5%	40%	3%	-6	-20	8%
COCC(=O)OC/C(O)=C(\C#N)c1nc2ccccc2[nH]1	nt	nt	-4%	i	0.4	2.1%	nt	nt	nt	nt	-4%
Cc1ccc(C)c(N2CCN(c3nc4ccccc4c(=O)n3Cc3ccccc3)CC2)c1	0.9	-1.5%	3%	i	5.6	6.6%	9%	7%	11	4	-9%
O/C(=C\Sc1nnc(Cc2ccccc2)o1)c1ccc(Br)cc1	0.9	-4.6%	1%	i	0.8	1.0%	-1%	-8%	12	1	-5%
CCc1ccc(Oc2coc3cc(O)ccc3c2=O)cc1	nt	nt	5%	i	1.2	9.4%	nt	nt	nt	nt	8%
O=C(NCCc1csc(-c2cccnc2)n1)c1ccc(Cl)cc1	1.1	-5.5%	9%	i	0.9	6.4%	-7%	-1%	-10	7	-10%
COc1ccc(C)cc1Nc1nc(-c2c(C)[nH]c3ccccc23)cs1	1.1	-12%	2%	i	0.1	9.1%	-67%	-41%	8	2	41%
COc1ccc(S(=O)(=O)N2CCC(N3CCN(c4ccccc4)CC3)CC2)cc1	1.1	-5.3%	-1%	nt	nt	-0.8%	-8%	2%	-14	-9	1%
O=c1cc(-c2c(F)c(F)c(F)c(F)c2F)oc2ccccc12	1.2	-5.3%	1%	nt	nt	?	2%	5%	4	30	0%
COc1ccc(S(=O)(=O)N(C)Cc2cccs2)cc1Br	1	-6.1%	-4%	i	0.9	1.6%	4%	11%	nt	nt	15%
O=C(c1cc2cc(F)ccc2[nH]1)N1CCCC(Nc2ccc(F)cc2)C1 (stereo not given)	nt	nt	-2%	i	0.7	2.7%	nt	nt	nt	nt	-4%
Cc1ccc(-c2nn(-c3ccccc3)cc2C=C2C(=O)CC(C)(C)CC2=O)cc1	0.8	-2.8%	6%	i	0.3	15%	-5%	-5%	-8	9	8%
Nc1nonc1C(=O)NCCNC(=O)c1cccs1	1.1	-2.4%	1%	i	2.2	1.1%	-1%	11%	3	-14	18%
Cn1c(NC(=S)Nc2ccccc2)nc2ccccc21	1.1	5.5%	21%	i	0.5	?	-16%	-6%	16	13	-28%
O=C(Nc1ccccc1Cl)N1CCN(c2ccc3nnc(-c4ccccc4)n3n2)CC1	1.1	-6.9%	-1%	i	4.1	8.6%	8%	11%	17	-8	-6%
O=C(CC1NCCNC1=O)OCc1ccccc1 (stereo not given)	1.1	1.7%	2%	i	0.8	6.1%	-1%	6%	9	-2	1%
O=C(C1=NOC(CNc2ncc(C(F)(F)F)cc2Cl)C1)N1CCOCC1 (stereo not given)	1	-16%	-5%	i	0.4	1.9%	6%	2%	2	3	-4%
Cc1cc(C)c2c(=O)[nH]c(SCC(=O)N(C)C)nc2n1	1	-4.0%	3%	i	6.4	0.5%	9%	6%	-10	7	10%
CCC(=O)c1c[nH]c(C(=O)NCc2cccc(C(F)(F)F)c2)c1	nt	nt	0%	i	0.6	1.5%	nt	nt	nt	nt	12%
O=C(NCc1ccccc1)N[C@@H](Cc1ccccc1)C(=O)O	1.1	-3.1%	2%	i	0.8	1.1%	1%	3%	-5	-1	-6%
Cc1cccc(-c2nc(CSCC(=O)NCc3cccs3)c(C)o2)c1	1.2	-1.1%	4%	i	1.5	?	4%	9%	11	8	3%
CCn1c(COc2ccc3ccccc3c2C)nnc1SCC(=O)Nc1cccc(C(=O)O)c1	nt	nt	1%	i	1.1	0.6%	nt	nt	nt	nt	-2%
COc1cccc(CNc2ccc([N+](=O)[O-])cc2C)c1	1	0.2%	-1%	i	0.3	?	7%	4%	-18	-7	8%
CCOC(=O)C1=C(C)NC2(O)c3ccccc3C(=O)C12O (stereo not given)	1	-6.9%	-4%	i	1.1	1.8%	16%	12%	-19	-5	-8%
CN1C(=O)SC(Nc2ccc(F)cc2)C1=O (stereo not given)	1.1	-1.2%	1%	i	0.8	-0.5%	0%	3%	-9	7	11%
Cc1c(NC(=O)c2ccccc2F)c(=O)n(-c2ccccc2)n1C	1.1	-1.3%	-1%	i	0.8	2.3%	-4%	-3%	-7	1	-11%
Cc1nc2cc3sc(C)nc3cc2s1	1.1	-4.6%	2%	i	0.3	7.0%	7%	-3%	-18	-18	-2%
CC(CNCC1CCCO1)COc1ccccc1 (stereo not given)	0.9	-8.4%	5%	i	1.0	1.3%	-4%	0%	-8	-2	9%
FC(F)(F)c1cc(C(F)(F)F)c2ccc(Oc3ccccc3)nc2n1	1.1	-3.6%	-3%	i	2.9	0.0%	3%	8%	31	13	12%
O=C(Nc1nc2ccc(F)cc2s1)c1cccs1	1.1	-2.5%	6%	i	0.6	14%	-2%	2%	26	6	-2%
O=C(NCc1cccnc1)c1ccccc1Br	1.1	-6.6%	2%	i	9.5	0.5%	1%	5%	2	10	-4%
CC1Cc2ccccc2N1C(=O)CSc1nnnn1Cc1ccccc1 (stereo not given)	1.1	-6.5%	0%	i	3.5	3.0%	5%	-6%	19	20	2%
COc1ccc(NS(=O)(=O)c2ccc3c(c2)NC(=O)C(C)S3)cc1 (stereo not given)	nt	nt	-4%	i	0.0	7.8%	nt	nt	nt	nt	8%
O=[N+]([O-])c1cc(Cl)cc(C2=NCCN2)c1	1.2	-4.2%	-3%	i	0.6	0.3%	2%	8%	20	26	7%
O=C(NCc1nnc(SCC(=O)N2CCC(Cc3ccccc3)CC2)o1)c1ccccc1F	1.1	-1.1%	-4%	i	3.0	2.7%	22%	17%	1	2	16%
Cc1cc(NS(=O)(=O)c2cccc([N+](=O)[O-])c2)no1	nt	nt	2%	i	2.9	0.6%	nt	nt	nt	nt	-8%

# An excerpt of these results, with two lines to a compound.
# Every second line gives: TNAP activators | XIAP displacement | Siah-1 displacement | Myeloid diff MLP | Myeloid diff MLP GFP+ MAC1+ % | RSV CPE inhibition | human PMI inhibitors | human PMI inhibition | WT yeast gro inh | WT yeast gro inh mutant strain | Salmonella PhoP GFP
CCc1ccc(Oc2coc3cc(O)ccc3c2=O)cc1
 : nt | nt | 5% | i | 1.2 | 9.4% | nt | nt | nt | nt | 8%
COc1ccc(C)cc1Nc1nc(-c2c(C)[nH]c3ccccc23)cs1
 : 1.1 | -12% | 2% | i | 0.1 | 9.1% | -67% | -41% | 8 | 2 | 41%

# Additional results follow:
SMILES	TNAP activators	XIAP displacement	Siah-1 displacement	Myeloid diff MLP	Myeloid diff MLP GFP+ MAC1+ %	RSV CPE inhibition	human PMI inhibitors	human PMI inhibition	WT yeast gro inh	WT yeast gro inh mutant strain	Salmonella PhoP GFP
COc1ccc(Cc2nnc(SCC(=O)c3ccc(OC)cc3)o2)cc1	1.1	0.7%	0%	i	3.8	?	3%	7%	12	9	-7%
Cc1cccc2cc(-c3nc4ccc(C(=O)O)cc4[nH]3)c(=O)oc12	nt	nt	31%	i	0.4	1.9%	nt	nt	nt	nt	5%
CCCCNC(=S)N(Cc1ccco1)Cc1cc2cc3c(cc2[nH]c1=O)OCCO3	1.1	-4.2%	6%	i	0.3	1.2%	10%	16%	11	-12	10%
CCc1c(O)nc(SCC(=O)Nc2ccccc2C)n(-c2ccc(C)cc2)c1=O	nt	nt	1%	i	0.3	1.1%	nt	nt	nt	nt	0%
C=CCn1c(Cc2ccc(OC)cc2)nnc1SCC(=O)NCCc1ccccc1	1.2	-2.7%	2%	i	6.6	0.1%	-1%	-3%	0	-18	3%
O=C(CCCCCNC(=O)c1ccccc1)N/N=C/c1ccccc1	1.2	-6.5%	2%	i	0.9	0.3%	1%	6%	-4	-12	-9%
O=C(NCc1ccccc1)c1cc(S(=O)(=O)N2CCOCC2)ccc1F	1.3	-6.7%	2%	i	1.3	-0.1%	-2%	7%	8	-8	-2%
O=C(O)CCC(=O)Nc1ccc(N=Nc2ccccc2)cc1	1	-11%	2%	i	0.5	nt	-8%	-5%	-12	-6	-6%
NC1=NC(=O)S/C1=C\c1ccc(F)cc1	1.1	-0.9%	30%	i	1.2	17%	-6%	-4%	-1	15	1%
CC(C)c1nc2n[nH]c(N)c2c2c1CSC(C)(C)C2	1	-4.7%	-6%	i	1.3	3.1%	7%	8%	6	5	1%
CCc1cccc(NC(=O)CN(C)S(=O)(=O)c2cnc[nH]2)c1	1.1	-6.2%	0%	i	1.5	1.8%	-2%	8%	-22	-10	-1%
COCCC1CCCCN1C(=O)c1ccc(OC)c(OC2CCN(C(C)=O)CC2)c1 (stereo not given)	nt	nt	-1%	i	0.0	0.7%	nt	nt	nt	nt	-2%
COc1ccccc1CNC(=O)CNC(=O)c1cn(-c2ccccc2OC)c(=O)c2ccccc12	1.1	-0.9%	3%	i	0.6	0.0%	-5%	0%	-9	3	-7%
COc1cc(C2NC(=O)NC3=C2C(=O)OC3)cc(OC)c1OC (stereo not given)	nt	nt	7%	i	0.5	6.4%	nt	nt	nt	nt	-4%
CCOCCCNC(=O)C(c1ccccc1)N(Cc1ccc2c(c1)OCO2)C(=O)CNC(C)=O (stereo not given)	1.1	-4.3%	-6%	i	0.4	1.3%	3%	5%	1	-2	2%
CNC(=O)N(O)C1N(/N=C/c2cccnc2)C(=S)SC1(C)C (stereo not given)	nt	nt	-3%	i	0.8	0.1%	nt	nt	nt	nt	-5%
CN(C)CCCN(C(=O)c1ccco1)c1nc2ccc(Cl)cc2s1	1.1	-4.7%	2%	i	0.3	-2.6%	2%	0%	16	3	4%
Cc1cc2nc(C3CCCN(C(=S)Nc4ccccc4)C3)[nH]c2cc1C (stereo not given)	1.1	-6.0%	-2%	i	4.2	0.4%	-8%	3%	8	-5	6%
O=C(CSc1n[nH]c(-c2ccncc2)n1)c1cccc([N+](=O)[O-])c1	0.9	-3.8%	3%	i	0.1	0.7%	3%	15%	4	7	-7%
O=C(NCc1ccc(F)cc1)c1ccc(S(=O)(=O)Nc2cccc(C(F)(F)F)c2)cc1	0.9	-8.0%	2%	i	0.3	1.5%	11%	10%	5	18	18%
O=C(N/C(=C\c1ccccc1)C(=O)N1CCN(CCO)CC1)c1ccccc1	1.1	-1.8%	13%	i	0.8	1.7%	3%	9%	-10	-18	-13%
Cc1cc(C)c(S(=O)(=O)Nc2cc(C)on2)c(C)c1	nt	nt	5%	i	1.0	1.5%	nt	nt	nt	nt	4%
CCCN1C2CCCC1CC(NC(=O)Nc1cccc(C(C)=O)c1)C2 (stereo not given)	1.1	-4.8%	-5%	i	1.5	-0.2%	4%	6%	-5	-5	12%
COCC(=O)Nc1sc2c(c1C(=O)OC)CCC(C)C2 (stereo not given)	1	-3.7%	1%	i	0.6	2.9%	15%	16%	20	10	3%
